Mm-Cpn inhibitor – blocks the Methanococcus maripaludis chaperonin Mm-Cpn; purified Mm-Cpn ATPase, ADP Transcreener TR-FRET; Potency, µM (doses to about 76.9 µM), without a hit: top-dose activity, negative = inhibition, actives largely listed as inhibitors; 330,000 tested, 0.031% active; note: potency is the fitted concentration of half-maximal effect; % is set by controls: 0 for no effect and ±100 for the full control effect; nearly all actives have a fitted effect of over 80% in size
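TR-FRET (320 nm excitation; 590 and 665 nm emission) reports ADP made from 10 uM ATP by 25 nM enzyme; compounds were preincubated 10 min, reaction run 30 min, both at 37°C.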
Nrf2 activator – activators of Nrf2 (ARE) signaling | AREc32 ARE-luciferase reporter (MCF7-derived line), luminescence, 24 h | Potency, µM (titrated, usually from 46.1 µM), for inactives: at the highest dose activation, most hits filed as activators | 410,000 tested, 0.31% active; note: potency is the fitted concentration of half-maximal effect; % of control where 0% means no effect; nearly all actives have a fitted effect of over 65% in size
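Each well held 1000 AREc32 cells, which were incubated with compound for 24 hr at 37 deg C after overnight attachment, and ARE reporter activity was quantified by firefly luciferase luminescence.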
Nrf2 block – Nrf2 pathway inhibition; 360,000 tested, 2.1% active; AID 504444; A549 ARE-Fluc reporter, luciferase luminescence, 18-24 h; Potency, µM (highest dose often 46 µM), for inactives: top-dose activity change, negative = inhibition, actives largely listed as inhibitors; note: potency is the fitted concentration of half-maximal effect; % is set by controls: 0 for no effect and ±100 for the full control effect; nearly all actives have a fitted effect of over 60% in size
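Quantitative HTS in A549 cells stably bearing an antioxidant response element-firefly luciferase construct. Inhibition of Nrf2-driven transcription was scored by luminescence after 18-24 h of compound exposure at 37 °C.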
pAkt inh – Akt phosphorylation inhibition; Neuro2A IGF-stimulated pAkt S473 HTRF, 20 min; stronger effect = lower value; activity change, % for hits at 50 µM; 360,000 tested, 0.32% active; AID 651550; in the data active = activity change below about -80%; inconclusive = mostly about -51% to -80%; note: % is set by controls: 0 for no effect and ±100 for the full control effect
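Neuro2A cells in DMEM with 0.5% FBS, overnight at 37 deg C, given compound at single 50 µM final, then IGF (6 nM final) for 20 min at 37 deg C. Lysed; phospho-Akt Ser473 by HTRF after 24 h, 665/615 ratio.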
Abeta yeast res – compounds reversing amyloid beta toxicity in yeast; 410,000 tested, 0.063% active; Potency, µM (titrated, usually from 46.1 µM), for the others: top-dose growth rescue, usual class: activators; yeast expressing A-beta42, growth rescue, OD600, 48 h; response scale: 0% DMSO, 100% iron-clioquinol control; note: potency is the fitted concentration of half-maximal effect; nearly all actives have a fitted effect of over 55% in size
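Yeast A-beta toxicity model in growth medium with pinned compounds, 48 h at 30 C; growth read as absorbance at 600 nm. Normalized to FeCl3/clioquinol equimolar mix (positive) and DMSO (negative).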
CCT chaperon mod – modulators of cytosolic chaperonin (CCT/TRiC) activity; purified chaperonin ATPase assay, HTRF ADP detection, 30 min; activity change, % (test concentration not listed), hits read low; 360,000 tested, 0.3% active; in the data active = activity change below about -30%; note: % is set by controls: 0 for no effect and ±100 for the full control effect
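First, chaperonin was dispensed at 40 nM or 20 nM final depending on batch activity. Next, compounds were pinned at 76 uM and ATP added at 10 uM. After 30 min at 37 °C, ADP detection reagents ran 30 min at ambient temperature.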
HepG2 viability – counter-screen for TGF-b inhibitors: cytotoxicity in HepG2 cells | HepG2 CAGA-GFP viability, ATP luminescence, 18 h | Potency, µM (doses to about 46.1 µM), for the others: top-dose activity change, negative = cytotoxicity, hits mostly cytotoxic | 410,000 tested, 0.76% active | AID 588856; note: potency is the fitted concentration of half-maximal effect; some results filed as inactive show a strong effect at the top dose
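HepG2 CAGA-GFP cells (1000/well, DMEM with 1% FBS) received compound, then TGF-beta at 500 pg/mL final, and were incubated 18 hours at 37 degrees C. Viability was read by CellTiter-Glo luminescence. Media-only wells were set as complete cell-killing and DMSO as no toxicity.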
A549 tox – A549 cytotoxicity, counter-screen for Nrf2 inhibitors; A549 ARE-Fluc cells, CellTiter-Fluor viability, 18-24 h; 390,000 tested, 0.16% active; Potency, µM (titrated, usually from 46 µM), without a hit: at the highest dose activity change, negative = cytotoxicity, actives largely listed as inhibitors; note: potency is the fitted concentration of half-maximal effect; % is set by controls: 0 for no effect and ±100 for the full control effect
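Cytotoxicity counterscreen: CellTiter-Fluor fluorescence was measured in A549 ARE_Fluc cells after 18-24 h of compound exposure in a concentration series. The subsequent BugLite luminescent read reports ARE-luciferase activity.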
TGFb SMAD3 inh – blocks TGF-b signaling; HepG2 CAGA-GFP TGF-b/SMAD3 reporter, GFP fluorescence, 18 h; TGF-beta stimulated, 500 pg/mL final; Potency, µM (doses to about 46.1 µM), for inactives: at the top dose activity, negative = inhibition, hits mostly inhibitors; 410,000 tested, 1.2% active; AID 588855; note: potency is the fitted concentration of half-maximal effect; % is set by controls: 0 for no effect and ±100 for the full control effect; nearly all actives have a fitted effect of over 65% in size
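HEPG2 CAGA-GFP cells (1000/well, DMEM with 1% FBS) were pre-incubated 2 h at 37 degrees C, given compound by pin tool, then stimulated with TGF-beta at 500 pg/mL final for 18 h before per-cell GFP fluorescence imaging.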
* hit, by the source's call; i = inactive; u = inconclusive; x = no result given; & = joins results of further samples; [ ] = remark or other dose. Unless noted, calls come from the whole dose curve; as a rule, active = well fitted curve in the direction sought with a large enough effect; inconclusive = small, poorly fitted or top-dose-only effect, or another doubt; inactive = no such curve, though single readings can be large; an effect the other way counts as inactive or inconclusive.

Sample of the layout, 3 compounds:
SMILES | Mm-Cpn inhibitor | Nrf2 activator | Nrf2 block | pAkt inh | Abeta yeast res | CCT chaperon mod | HepG2 viability | A549 tox | TGFb SMAD3 inh
NC(=O)C1CCN(CC(=O)N2N=CCC2c2ccccc2)CC1 (stereo not drawn) | 2% | 0.5% | 5% | i | -3% | 0.8 | 5% | -10% | 4%
O=C(Nc1cccc2cccnc12)C(Cl)(Cl)Cl | x | x | 17% | x | x | x | 2% | 0% | 6%
COc1ccc(N2CCN(C(=O)c3c(C)oc4nc(C)nc(N5CCCC5)c34)CC2)cc1 | x | 3.6% | u | x | -6% | x | 4% | 3% | -10%

The whole of this part, repeating the preview:
SMILES | Mm-Cpn inhibitor | Nrf2 activator | Nrf2 block | pAkt inh | Abeta yeast res | CCT chaperon mod | HepG2 viability | A549 tox | TGFb SMAD3 inh
NC(=O)C1CCN(CC(=O)N2N=CCC2c2ccccc2)CC1 (stereo not drawn) | 2% | 0.5% | 5% | i | -3% | 0.8 | 5% | -10% | 4%
O=C(Nc1cccc2cccnc12)C(Cl)(Cl)Cl | x | x | 17% | x | x | x | 2% | 0% | 6%
COc1ccc(N2CCN(C(=O)c3c(C)oc4nc(C)nc(N5CCCC5)c34)CC2)cc1 | x | 3.6% | u | x | -6% | x | 4% | 3% | -10%
O=C(c1cccc([N+](=O)[O-])c1)N1CCCN(C(=O)c2cccc([N+](=O)[O-])c2)CC1 | -1% | 0.1% | 2% | i | 2% | 1.4 | 4% | 1% | -5%
COc1ccccc1N1CCN(CC(=O)Nc2nccs2)CC1 | u | -1.2% | -3% | i | -9% | -2.6 | -4% | -4% | -29%
COc1ccc(S(=O)(=O)Nc2c(O)c3ccccc3oc2=O)cc1 | 2% | 0.8% | 0% | i | 1% | -2.3 | -10% | 0% | 0%
O=C(O)c1ccc2c(c1)C(=O)N(c1ccc(C(=O)OCC(=O)c3ccccc3)cc1)C2=O | x | -0.7% | 2% | i | -5% | 0.4 | -1% | 3% | -1%
O=C(O)C1Nc2c(Cl)cc(Cl)c(Cl)c2C2C=CCC12 (stereo not drawn) | x | -0.9% | 5% | i | -20% | -1.4 | 1% | -2% | -6%
CC(OC(=O)Cc1ccccc1[N+](=O)[O-])C(=O)Nc1ccc(Cl)cn1 (stereo not drawn) | 3% | -0.1% | 3% | i | 13% | -2.4 | -3% | -1% | -13%
CCN(CC)c1cc2nonc2c2nonc12 | -2% | -0.7% | -30% | i | -13% | -2.9 | -6% | 0% | -22%
CCSC1=N/C(=C\C=C2/Oc3ccccc3N2CC)C(=O)S1 | 0% | 1.7% | u | i | -16% | -19 | 2% | u | 29%
O=C(Nc1nc(-c2cccs2)cs1)c1ccc([N+](=O)[O-])o1 | -1% | u | 13% | i | -48%[inhibitor] | -0.7 | 11µM* | -3% | u
Cc1ccc([C@H]2C[C@@H](O)[C@H](n3cc(C4CC4)nn3)CN2C(=O)c2cccs2)cc1 | x | 0.2% | x | i | 3% | -1.0 | -7% | x | 0%
O=C(O)c1cccc(NS(=O)(=O)c2ccc(Cl)c(C(=O)Nc3cccc([N+](=O)[O-])c3)c2)c1 | x | 0.0% | 4% | i | -17% | -0.3 | 3% | 0% | 0%
CC(=C1C(=O)c2ccccc2C1=O)N1CCN(Cc2ccccc2)CC1 | 1% | 3.9% | u | i | 29% | -0.8 | 0% | -5% | 15%
CCn1c(=O)c2cc(C(=O)N(CCCOC(C)C)Cc3ccco3)sc2c2ccccc21 | x | -0.1% | u | x | -1% | x | -17% | 0% | u
COc1ccc(N2CCN(C(=O)C3CCN(C(=O)c4cccc(Cl)c4)CC3)CC2)cc1 | 4% | 0.3% | u | i | 5% | -0.5 | -2% | -1% | -1%
Cc1nc(NNC(=O)c2ccc(Cl)cc2Cl)cc(-c2ccccc2)n1 | 2% | 5.0% | -6% | i | 9% | -2.1 | -4% | -9% | 4%
CCc1ccccc1NC(=O)c1ccc2c(O)c(S(=O)(=O)c3ccccc3)c(=O)[nH]c2c1 | x | -0.8% | -1% | x | -12% | x | 3% | 5% | -1%
O=C(N/N=C/C=C/c1ccccc1[N+](=O)[O-])c1cccnc1 | 2% | 3.5% | 26% | i | -2% | 1.1 | -3% | -2% | 3%
CCOC(=O)/C(=N\Nc1ccc(Cl)cc1)Sc1nnc(-c2ccc(OC)cc2)n1C | 0% | -0.4% | -1% | i | -11% | -2.4 | 7% | 0% | -7%
Clc1ccccc1OCCCCN1CCCCC1 | -1% | -0.4% | -2% | i | 9% | 0.2 | -27% | 7% | -3%
Cc1ccc(CCNC(=O)CN2C(=O)COc3ccc(S(=O)(=O)N4CCOCC4)cc32)cc1 | -1% | -0.3% | -6% | i | 2% | -1.6 | 1% | -5% | 6%
COc1ccccc1CCNS(=O)(=O)c1ccc(N2CCCCS2(=O)=O)cc1 | x | 0.0% | x | x | -2% | x | -17% | 0% | -26%
CN(C)CCNc1oc(-c2ccc(COc3ccc(Cl)cc3)o2)nc1C#N | x | 9.5% | 10% | x | 5% | x | -66% | -4% | u
COc1ccc(C2=Nn3c(nnc3-c3ccccc3C(F)(F)F)SC2)cc1OC1CCOC1 (stereo not drawn) | 3% | 4.6% | u | x | -9% | x | 18% | -4% | 12%
Cc1ccc(NS(=O)(=O)c2ccc(NC(=O)c3ccccc3C(=O)O)cc2)cc1C | x | 0.0% | 2% | i | 4% | 0.9 | -23% | 1% | -14%
O=C1CC(c2ccccc2)Sc2ccccc2N1Cc1ccccc1F (stereo not drawn) | x | 4.0% | -14% | x | -4% | x | -31% | 16% | u
COc1cccc(/C=C2\SC(=S)N(CCCC(=O)N(CCO)c3ccccc3)C2=O)c1 | -8% | 0.2% | u | i | 11% | 0.5 | -58% | -15% | u
CCCOc1ccc(/C=N/NC(=O)C(=O)Nc2ccccn2)cc1 | 4% | 0.1% | 1% | i | 11% | 2.1 | 7% | -2% | 32%[activator]
Cc1ccc(C(C)NC(=O)C2CCCO2)cc1C (stereo not drawn) | -3% | -0.2% | 1% | i | 8% | -1.9 | 0% | -2% | -7%
COc1ccc(Cn2ccc3nc(C)c(C(=O)N4CCN(c5ccccc5F)CC4)cc3c2=O)cc1 | x | -0.2% | u | x | -7% | x | -32% | -2% | 0%
CC(C)Cn1c(N)c(C(=O)CSc2nnc(-c3ccco3)n2C)c(=O)n(C)c1=O | 0% | 0.4% | 17% | i | 10% | 1.0 | -4% | 5% | 0%
CCS(=O)(=O)NCCc1csc(C)n1 | -17% | -0.2% | 4% | i | 5% | -4.6 | 7% | 2% | -2%
Cc1cc(NC(=O)COC(=O)c2c(C)nn(-c3ccccc3)c2C)no1 | 5% | 0.6% | 5% | i | 11% | -1.2 | 4% | -21% | -9%
COC(=O)c1ccc(C(=O)OC)c(NC(=O)C2CC2)c1 | 0% | -0.7% | -4% | i | 10% | -1.4 | 6% | 7% | 10%
COc1ccc(C(C)(C)C)cc1NC(=O)CCCN1C(=O)CN(C)C1=O | -3% | 0.4% | 0% | i | -5% | 0.4 | -3% | 2% | 19%
COc1ccc(-c2cn3c(n2)sc2cc(C(=O)Nc4ccc(F)cc4)ccc23)cc1 | x | 3.7% | -5% | x | 6% | x | -7% | -10% | 4%
CC(c1ccccc1)n1cnc2ccccc2c1=O (stereo not drawn) | 1% | -0.3%[9.22 µM] | 2% | i | 5% | 0.1 | -10% | -1% | 1%
COc1ccc(C(=O)Nc2ccc(S(=O)(=O)Nc3cc(C)nc(C)n3)cc2)cc1 | 0% | -0.1%&-0.8% | u | i | 3%&4% | -0.8 | 4%&1% | 0%&3% | -14%&2%
O=C(N/N=C1/CCCc2ccccc21)C(c1ccccc1)c1ccccc1 | -1% | 0.3% | x | i | 5% | -2.1 | -18% | 7% | 34%[activator]
CCCc1cc(C(=O)N/N=C/c2ccc(C)o2)c2ccccc2n1 | 0% | 0.3% | -12% | i | -1% | 0.8 | 6% | u | 0%
CCC(C)NC(=O)Nc1ccccc1C (stereo not drawn) | 1% | -0.9% | 5% | i | 3% | -0.6 | -7% | -6% | 6%
O=C(NCCCN1CCOCC1)c1cc(Cl)ccc1[N+](=O)[O-] | 3% | -0.1% | -10% | i | -15% | -1.5 | -8% | -1% | 7%
CC(CNS(=O)(=O)c1ccc2c(c1)CC(=O)N2C)c1ccccc1 (stereo not drawn) | 1% | 0.3%&1.0% | u | i | -20%&-3% | -1.3 | 1%&3% | 4%&22% | 0%&-13%
O=c1cc2[nH]c3ccccc3c(=O)n2nc1-c1ccccc1 | -10% | 1.5% | u | i | 2% | 1.4 | -8% | -2% | 1%
Cc1ccc(C(=O)NC2CCN(S(=O)(=O)c3ccccc3F)CC2)cc1 | -5% | 3.0% | -14% | i | 10% | -3.5 | -2% | 0% | -22%
N=c1c(S(=O)(=O)c2ccc(Cl)cc2)cc2c(=O)n3ccccc3nc2n1CCN1CCOCC1 | 1% | 2.4% | 4% | i | 1% | 1.3 | 4% | 7% | -5%
Cc1ccc(NC(=O)C2CCCN(c3ncnc4onc(C)c34)C2)cc1Cl (stereo not drawn) | x | 2.3% | 13µM* | x | -6% | x | -31% | u | u
COc1ccccc1OCCn1cc(/C=N/NC(N)=S)c2ccccc21 | -4% | -0.7% | u | i | 7% | 0.8 | -10% | 16% | -1%

Assay outcomes (PubChem)
